phage Ecoli inh – growth loss of phage-infected E. coli, primary screen, RecBCD inhibitor project, absorbance, with phage, HTS; inhibition, % at 11.9 µM; 0.26% of 360,000 active; in the data active means inhibition above about 11%
E coli growth – E. coli V3065 growth inhibition, primary screen, counter-screen for AddAB inhibitor project, absorbance, OD600; inhibition, % at 11.9 µM; 18 h; 0.27% of 330,000 active; AID 449728, 2010;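 active means inhibition above the campaign's mean inhibition across all tested compounds plus 3 SD, cut at about 9.9% in these data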;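 further: uninfected addAB+ strain grown without phage in ampicillin broth; 0% = DMSO wells and 100% = ciprofloxacin 0.95 µg/ml wells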
AddAB inh – growth inhibition of E. coli expressing H. pylori AddAB, primary screen, AddAB inhibitor project, absorbance | inhibition, % at 11.9 µM | 0.29% of 330,000 active; in the data active means inhibition above about 12%;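 further: 0% = vehicle wells of infected cells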
Tat transport – E. coli Tat export inhibitors, primary screen, MC4100, TorA-mCherry reporter, fluorescence, single point; AID 488895, 2010; 0.036% of 340,000 active; inhibition, % at 10 µM;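 active means mean replicate inhibition at least 50% and at least half of replicates individually reaching 50%; inconclusive means only one of the two criteria met; inactive means neither criterion met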;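 further: exported cargo escapes ClpAP degradation while cytoplasmic cargo is degraded and loses fluorescence; 0% = median of neutral control wells and 100% = median of NaSCN control wells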
MITF act – activators of MITF-driven TRPM1 promoter reporter, primary screen, cell-based, SK-MEL-5, luciferase, single point. 0.75% of 300,000 active. SK-MEL-5 TRPM1-promoter luciferase, 24 h; % of positive control, neutral wells = 0. activation, % at 12.5 µM;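 active means mean activation of at least 80% with every replicate also reaching 80%; inconclusive means mean reaches 80% but some replicate falls short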;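 further: 0% = neutral control wells and 100% = parthenolide positive control wells; values of inactives mirror those of a sister screen read the other way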
SR-BI uptake up – activators of SR-BI mediated DiI-HDL uptake, primary screen, ldlA[mSR-BI] CHO cells, DiI fluorescence. activation, % at 12.5 µM. 0.096% of 320,000 active. 3 h; 100 = double the neutral-control signal. AID 504775, 2011;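 active means mean replicate activation of at least 60% and every replicate at or above 60%; inconclusive means mean or all-replicate condition met, but not both; inactive means mean below 60% and not all replicates reaching 60%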;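 further: 0% = median plate neutral-control signal and 100% = twice that signal; values of inactives mirror those of a sister screen read the other way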
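System: LDL receptor-deficient CHO ldlA cells overexpressing murine SR-BI | Timing: 3 h uptake period with compound, 37 °C | Medium: HEPES-buffered (25 mM, pH 7.4) F12 plus 0.5% BSA | Dosing: Single-point compound dose | Signal: Bottom-read fluorescence, 550/595 nm | Read-out: Retained DiI signal reflecting DiI-HDL uptake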
SR-BI DiI inh – inhibitors of SR-BI mediated HDL lipid uptake, primary screen, ldlA[mSR-BI] cells, fluorescence, single point; Scavenger receptor class B member 1 (Mus musculus), Q61009; ldlA[mSR-BI] CHO cells, DiI-HDL uptake fluorescence, 3 h; inhibition, % at 12.5 µM; 0.96% of 320,000 active; AID 488896, 2010;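 active means mean replicate inhibition of at least 70% and a set share of replicates each scoring 70 or more; inconclusive means meets just one of the two criteria; inactive means fails both criteria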;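 further: 0% = median of neutral control wells and 100% = median of positive control wells; values of inactives mirror those of a sister screen read the other way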
Target sequence (Q61009 whole entry, looked up): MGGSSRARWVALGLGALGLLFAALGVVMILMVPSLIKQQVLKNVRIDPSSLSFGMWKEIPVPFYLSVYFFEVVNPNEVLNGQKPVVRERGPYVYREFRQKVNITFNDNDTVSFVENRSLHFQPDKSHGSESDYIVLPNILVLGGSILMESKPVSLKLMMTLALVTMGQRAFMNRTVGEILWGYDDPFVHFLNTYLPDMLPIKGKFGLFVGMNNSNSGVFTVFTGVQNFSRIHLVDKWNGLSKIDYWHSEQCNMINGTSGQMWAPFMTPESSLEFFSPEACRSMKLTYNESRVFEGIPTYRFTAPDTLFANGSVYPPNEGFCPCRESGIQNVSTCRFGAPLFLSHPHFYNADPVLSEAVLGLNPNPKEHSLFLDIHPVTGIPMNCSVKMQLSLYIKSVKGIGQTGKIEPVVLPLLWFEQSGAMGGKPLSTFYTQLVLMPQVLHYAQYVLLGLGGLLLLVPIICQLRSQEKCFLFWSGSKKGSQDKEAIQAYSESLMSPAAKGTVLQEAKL
CAL PDZ FP-1 – untagged CAL PDZ binding inhibitors, primary screen, biochemical, fluorescence polarization, HTS; AID 602252, 2012; purified CAL PDZ, TMR-peptide fluorescence polarization, 1 h; Golgi-associated PDZ and coiled-coil motif-containing protein (Homo sapiens), Q9HD26; inhibition, % at 24.9 µM; 0.92% of 300,000 active;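 active means mean inhibition of at least 30% with at least half of replicates also reaching 30%; inconclusive means no clear call, values can overlap the other calls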;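 further: 0% = DMSO neutral control and 100% = excess unlabeled competitor peptide PRC23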
CAL PDZ FP-2 – CAL PDZ peptide-binding inhibitors, primary screen, biochemical, fluorescence polarization, Cer-tagged CAL PDZ, HTS. purified CAL PDZ, TMR-peptide fluorescence polarization, 1 h. inhibition, % at 20 µM. 0.02% of 330,000 active. AID 504414, 2011;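 active means highest replicate inhibition of at least 40%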;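 further: plate controls were DMSO neutral control wells for no effect and unlabeled competitor peptide control wells for full effect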
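material = purified tagged CAL PDZ domain construct (CerCALP) | compound dosing = 20 µM, one dose | times = 1 h at RT | measured by = fluorescence polarization from S- and P-plane intensities, G-factor corrected | read-out = inhibition from polarization loss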
Wnt bcat act – Wnt/beta-catenin pathway activators, primary screen, cell-based, plate reader, single point. activation, % at 9.35 µM. 1.2% of 300,000 active. AID 743398, 2014. Wnt/beta-catenin reporter cell assay, activator; in the data active means activation above about 30%, passing the limit was not always enough; inconclusive means no clear call, values can overlap the other calls;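 further: 0% = neutral control wells and 100% = positive control wells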
The depositor's hits bear a star.

For O=C(Nc1ccccc1)Nc1snnc1C(=O)Nc1cccc(O)c1 the results were phage Ecoli inh 1.4, Tat transport -3.4, MITF act 22.7, SR-BI uptake up -63.5, SR-BI DiI inh 63.5, CAL PDZ FP-1 3.6, CAL PDZ FP-2 -2.0 and Wnt bcat act -0.6.
For COc1ccc(-c2nc(NC(=O)CSCCO)sc2C)cc1 the results were phage Ecoli inh 2.2, E coli growth 0.7, AddAB inh 0.9, Tat transport -4.8, MITF act 11.1, SR-BI uptake up 0.0, SR-BI DiI inh 0.0, CAL PDZ FP-1 -4.5, CAL PDZ FP-2 -0.2 and Wnt bcat act -0.7.
For NC(=O)c1ccc(OCC(F)(F)F)nc1 the results were phage Ecoli inh 0.7, E coli growth -2.3, AddAB inh -1.6, Tat transport 2.4, MITF act -3.0, SR-BI uptake up -1.6, SR-BI DiI inh 1.6, CAL PDZ FP-1 -3.1, CAL PDZ FP-2 -0.1 and Wnt bcat act -0.4.
Cc1nn(-c2ccc3ccccc3c2)c(=O)c2ccccc12 was read as phage Ecoli inh 2.3, E coli growth -0.3, AddAB inh 0.1, Tat transport 8.0, MITF act 54.8, SR-BI uptake up -6.9, SR-BI DiI inh 6.9, CAL PDZ FP-1 -2.3, CAL PDZ FP-2 -2.9 and Wnt bcat act 61.3*.
`CC12CCC3c4ccc(O)cc4CCC3C1CC(O)C2O` (stereo not drawn) gave phage Ecoli inh 3.2, E coli growth 0.9, AddAB inh -1.6, Tat transport 16.4, MITF act -13.9, SR-BI uptake up -7.0, SR-BI DiI inh 7.0, CAL PDZ FP-1 -1.8, CAL PDZ FP-2 -1.4 and Wnt bcat act -2.4.
`Cc1ccc(COC(=O)c2cc([N+](=O)[O-])ccc2N2CCOCC2)cc1` gave phage Ecoli inh -0.2, E coli growth -3.9, AddAB inh -1.8, Tat transport 5.1, MITF act -33.2, SR-BI uptake up -47.6, SR-BI DiI inh 47.6, CAL PDZ FP-1 0.7, CAL PDZ FP-2 -2.5 and Wnt bcat act -12.3.
Cc1ccc(NC(=O)NCC(c2cccnc2)N2CCOCC2)cc1 (stereo not drawn) was read as phage Ecoli inh 0.8, E coli growth 1.7, AddAB inh 0.2, Tat transport 3.3, SR-BI uptake up 0.6, SR-BI DiI inh -0.6, CAL PDZ FP-2 -0.8 and Wnt bcat act -2.6.
For CC(C)CNC(=O)NC(=O)COc1ccc(C=O)cc1 the results were phage Ecoli inh 1.8, E coli growth 3.3, AddAB inh -0.3, Tat transport -3.7, MITF act -6.6, SR-BI uptake up 14.7, SR-BI DiI inh -14.7, CAL PDZ FP-1 1.1, CAL PDZ FP-2 -2.5 and Wnt bcat act 1.5.
`Clc1cccc(Cl)c1CSc1cc2c(nn1)-c1ccccc1CC2` gave phage Ecoli inh -2.2, E coli growth -4.7, AddAB inh -1.1, Tat transport -10.1, MITF act 59.2, SR-BI uptake up -43.8, SR-BI DiI inh 43.8, CAL PDZ FP-2 -0.4 and Wnt bcat act 29.9.
`Cc1ccnc(NC(=O)COc2ccc(Cl)cc2)n1` gave phage Ecoli inh 2.6, E coli growth 2.1, AddAB inh 0.9, Tat transport -3.0, MITF act inconclusive, CAL PDZ FP-1 -0.9, CAL PDZ FP-2 -3.0 and Wnt bcat act -0.9.
For CN(C)CCNC(=O)C(=O)NCC1OCCN1S(=O)(=O)c1cc(F)ccc1F (stereo not drawn) the results were phage Ecoli inh 1.6, E coli growth -2.2, AddAB inh -0.3, Tat transport -4.9, MITF act 3.0, SR-BI uptake up 11.9, SR-BI DiI inh -11.9, CAL PDZ FP-1 -1.9, CAL PDZ FP-2 -2.3 and Wnt bcat act -1.8.
Screening CCOC(=O)N1CCC(NC(=O)Cn2ncc3c2-c2cc(C)ccc2OC3)CC1 returned phage Ecoli inh -1.0, E coli growth -0.4, AddAB inh -2.2, Tat transport -4.6, MITF act 10.1, SR-BI uptake up -9.2, SR-BI DiI inh 9.2, CAL PDZ FP-1 -1.2, CAL PDZ FP-2 0.0 and Wnt bcat act -3.3.
Cc1ccc(C(=O)CCC(=O)Nc2ccc(C)cn2)cc1 was read as phage Ecoli inh 0.3, E coli growth -5.4, AddAB inh -0.2, Tat transport -1.0, MITF act 9.0, SR-BI uptake up -8.8, SR-BI DiI inh 8.8, CAL PDZ FP-2 0.2 and Wnt bcat act 2.0.
CC(C)OC(=O)CCC(=O)Nc1nc2ccccc2s1 was read as phage Ecoli inh 1.4, E coli growth 0.2, AddAB inh 1.1, Tat transport -2.5, MITF act 26.2, SR-BI uptake up 0.0, SR-BI DiI inh 0.0, CAL PDZ FP-1 -2.5 and CAL PDZ FP-2 -3.3.
COc1ccc(Cc2nnc(NC(=O)c3cccs3)s2)cc1OC was read as phage Ecoli inh 1.6, E coli growth 0.8, AddAB inh -0.8, Tat transport -7.4, MITF act -11.0, SR-BI uptake up -0.8, SR-BI DiI inh 0.8, CAL PDZ FP-1 -2.2, CAL PDZ FP-2 -0.3 and Wnt bcat act 0.5.
`Nc1nc2c(Cl)ccc(Cl)c2s1` gave phage Ecoli inh 2.1, E coli growth 0.8, AddAB inh 0.2, Tat transport 2.8, MITF act -3.5, SR-BI uptake up 15.8, SR-BI DiI inh -15.8, CAL PDZ FP-1 -5.0, CAL PDZ FP-2 -2.4 and Wnt bcat act -2.5.
For CCOC(=O)c1ccc(S(=O)(=O)NC2CCC(C)CC2)cc1 (stereo not drawn) the results were phage Ecoli inh 3.0, E coli growth 0.3, AddAB inh 2.2, Tat transport 10.0, MITF act -1.3, SR-BI uptake up 14.6, SR-BI DiI inh -14.6, CAL PDZ FP-1 -1.0, CAL PDZ FP-2 -0.4 and Wnt bcat act -0.7.
Cc1nn(-c2ccccc2)nc1C(=O)NN was read as phage Ecoli inh -0.1, E coli growth -3.2, AddAB inh 0.2, Tat transport -1.6, MITF act -0.4, SR-BI uptake up -14.6, SR-BI DiI inh 14.6, CAL PDZ FP-1 -0.4, CAL PDZ FP-2 -0.5 and Wnt bcat act 36.1*.
For COCCNC(=O)C(c1ccco1)N(Cc1ccc(OC)cc1)C(=O)Cn1nnc2ccccc21 (stereo not drawn) the results were phage Ecoli inh -0.2, E coli growth -0.1, AddAB inh 0.0, Tat transport -3.9, MITF act 8.2, SR-BI uptake up 9.0, SR-BI DiI inh -9.0, CAL PDZ FP-1 -3.5 and CAL PDZ FP-2 -2.4.
Screening CSc1cccc(CN2CCCC(CO)(Cc3cccc(Cl)c3)C2)c1 (stereo not drawn) returned phage Ecoli inh 7.0, E coli growth 1.8, AddAB inh 2.1, Tat transport -4.6, MITF act 4.4, SR-BI uptake up 29.8, SR-BI DiI inh -29.8, CAL PDZ FP-1 1.9, CAL PDZ FP-2 -0.5 and Wnt bcat act -0.8.

In the list so far, these have two or more sulfur atoms.
For COc1ccc(-c2nc(NC(=O)CSCCO)sc2C)cc1 the results were phage Ecoli inh 2.2, E coli growth 0.7, AddAB inh 0.9, Tat transport -4.8, MITF act 11.1, SR-BI uptake up 0.0, SR-BI DiI inh 0.0, CAL PDZ FP-1 -4.5, CAL PDZ FP-2 -0.2 and Wnt bcat act -0.7.
COc1ccc(Cc2nnc(NC(=O)c3cccs3)s2)cc1OC was read as phage Ecoli inh 1.6, E coli growth 0.8, AddAB inh -0.8, Tat transport -7.4, MITF act -11.0, SR-BI uptake up -0.8, SR-BI DiI inh 0.8, CAL PDZ FP-1 -2.2, CAL PDZ FP-2 -0.3 and Wnt bcat act 0.5.

(list continues)
N#Cc1cc(-c2ccccc2)nnc1Sc1ccc(F)cc1 was read as phage Ecoli inh 0.9, E coli growth -1.1, AddAB inh 1.1, Tat transport -7.6, MITF act 0.1, SR-BI uptake up 18.8, SR-BI DiI inh -18.8, CAL PDZ FP-1 -2.7 and CAL PDZ FP-2 0.0.
`CN(c1ccccc1)C1CCCCC1NS(=O)(=O)c1ccc(Cl)cc1` (stereo not drawn) gave phage Ecoli inh 4.7, E coli growth -0.5, AddAB inh 2.3, Tat transport 18.7, MITF act 5.4, SR-BI uptake up -11.5, SR-BI DiI inh 11.5, CAL PDZ FP-1 -0.8, CAL PDZ FP-2 -2.1 and Wnt bcat act 5.6.
O=C(c1cc2cc3ccc(Cl)cc3nc2o1)N1CCCCCC1 was read as E coli growth -0.1, AddAB inh 0.8, Tat transport -5.1, MITF act 101.9*, SR-BI uptake up 13.4, SR-BI DiI inh -13.4, CAL PDZ FP-1 1.9 and CAL PDZ FP-2 -1.2.
`COc1cc2c(C(=O)N3CCN(C)CC3)c(C)n(-c3ccccc3)c2cc1Br` gave phage Ecoli inh -0.2, E coli growth -2.1, AddAB inh -1.7, Tat transport 2.0, MITF act 8.7, SR-BI uptake up 16.4, SR-BI DiI inh -16.4, CAL PDZ FP-2 -0.8 and Wnt bcat act -6.2.
CCCOC(=O)CSc1nc(N2CCOCC2)c2c(c1C#N)CC(C)(C)OC2 was read as phage Ecoli inh 1.2, E coli growth -2.1, AddAB inh -0.5, Tat transport -1.6, MITF act 3.5, SR-BI uptake up 9.5, SR-BI DiI inh -9.5, CAL PDZ FP-1 -7.1, CAL PDZ FP-2 0.0 and Wnt bcat act 1.3.
CCNc1nc(=S)nc(NC(C)C)[nH]1 was read as phage Ecoli inh 2.3, E coli growth 0.2, AddAB inh 3.6, Tat transport -0.3, MITF act 0.0, SR-BI uptake up 30.2, SR-BI DiI inh -30.2, CAL PDZ FP-1 3.3, CAL PDZ FP-2 -2.0 and Wnt bcat act -7.6.
`CC(CC(=O)NCc1cccnc1)c1ccccc1` (stereo not drawn) gave phage Ecoli inh 3.0, E coli growth -1.4, AddAB inh 1.9, Tat transport 6.3, MITF act -2.4, SR-BI uptake up 15.9, SR-BI DiI inh -15.9, CAL PDZ FP-1 -0.5 and CAL PDZ FP-2 0.1.
Screening COc1cccc(CC(NC(C)=O)C(=O)NC2CCN(c3c4c(nc5ncnn35)CCC4)CC2)c1 (stereo not drawn) returned phage Ecoli inh 0.9, Tat transport -2.6, MITF act 1.9, SR-BI uptake up -5.5, SR-BI DiI inh 5.5, CAL PDZ FP-1 -1.0 and CAL PDZ FP-2 -2.0.
`CCC(C)NC(=O)Cn1nc(Cc2ccncc2)c2ccccc2c1=O` (stereo not drawn) gave phage Ecoli inh 1.8, E coli growth 3.3, AddAB inh 1.4, Tat transport -3.0, MITF act -7.2, SR-BI uptake up -1.8, SR-BI DiI inh 1.8, CAL PDZ FP-1 -4.9, CAL PDZ FP-2 -1.3 and Wnt bcat act 1.8.

High-throughput results as filed in PubChem BioAssay.
